ARNT TACC3 PPI = disruptors of human ARNT/TACC3 interaction. AID 623870. actives 0.66% (n = 390,000). inhibition, % at 9.99 µM. Q9Y6A5. AlphaScreen His-ARNT PAS-B/GST-TACC3 binding, luminescence; TACC3 fragment carries E629A point mutation;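 active means mean inhibition of replicates at least 50% and at least half of replicates each reaching 50%; inconclusive means half or more replicates reach 50% but mean below 50%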;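 further: 0% = complete ARNT plus TACC3 wells and 100% = ARNT alone without TACC3; many hits fall short of the cut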
PAX8 inh HTS = lowers PAX8-driven luciferase in RMG-I cells; inhibition, % at 12.6 µM; RMG-I TPO-luciferase reporter, SteadyGlo, 24 h; actives 1.2% (n = 360,000);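 active means mean replicate inhibition at least 60% with every replicate also reaching 60%; inconclusive means only one of the two criteria is met; inactive means mean below 60% and not all replicates reaching 60%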;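 further: luciferase light reporting Pax8 driven TPO promoter activity; plate controls were median of neutral control wells for no effect and mitoxantrone controls for full effect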
Xi reactivation = reactivates the inactive X chromosome in mouse fibroblasts; XiGFP mouse fibroblasts, % GFP-positive cells imaging, 3 d; cells co-treated with 5-aza-dC sensitizer; scaled so ellipticine positive control = 100%; activation, % at 7.58 µM; actives 0.055% (n = 360,000);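 active means mean normalized replicate activation at least 10% and every replicate at or above 10%; inconclusive means only one of the two criteria met; inactive means mean below 10% and not all replicates reach 10%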;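 further: 0% = median of on-plate neutral control wells and 100% = ellipticine 6 µM median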
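System: SV40-immortalized XiGFP fibroblast cells, line 68-5-11 / Incubation: 3-day compound exposure, then 15 min fixation at room temperature / Compound: single concentration per compound, delivered by pin transfer / Buffer or medium: DMEM plus 5-aza-dC sensitizer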
EWS-Fli inh = EWS/Fli transcriptional activity inhibition | A673 NR0B1-luciferase reporter, viability-normalised | inhibition, % at 12.6 µM | actives 0.67% (n = 350,000) | AID 651661;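 active means mean inhibition of at least 50% after viability correction, with every replicate also passing that limit; inconclusive means mean reaches 50% but only one of two replicates passes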;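 further: firefly luciferase signal divided by Alamar Blue viability fluorescence both relative to DMSO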
CFTR F508del cor = CFTR F508del correction in bronchial cells | CFBE cells, YFP halide quenching; stimulated with forskolin plus potentiator P3; % fluorescence drop versus neutral controls | activity (quench increase), % at 7.58 µM | actives 0.36% (n = 350,000) | AID 720511;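 active means mean added fluorescence quench of at least 8% versus neutral control, with both replicates also reaching 8%; inconclusive means only one of the mean or replicate conditions met; inactive means mean below 8% and not both replicates reaching 8%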;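 further: cells transiently co-express mutant CFTR-F508del with the halide-sensitive YFP; corrector assay measuring rescue of mutant channel to the surface after 24 h compound exposure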
ERp5 block = inhibitors of human ERp5. Q15084. ERp5 insulin aggregation, absorbance 650 nm, 90 min. inhibition, % at 9.99 µM. actives 0.05% (n = 350,000). AID 651711;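 active means mean replicate inhibition above about 25%, with every replicate also reaching it, limit read from the data, passing the limit was not always enough; inconclusive means only one of those two criteria met; inactive means neither criterion met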
Target sequence (Q15084 whole entry, looked up): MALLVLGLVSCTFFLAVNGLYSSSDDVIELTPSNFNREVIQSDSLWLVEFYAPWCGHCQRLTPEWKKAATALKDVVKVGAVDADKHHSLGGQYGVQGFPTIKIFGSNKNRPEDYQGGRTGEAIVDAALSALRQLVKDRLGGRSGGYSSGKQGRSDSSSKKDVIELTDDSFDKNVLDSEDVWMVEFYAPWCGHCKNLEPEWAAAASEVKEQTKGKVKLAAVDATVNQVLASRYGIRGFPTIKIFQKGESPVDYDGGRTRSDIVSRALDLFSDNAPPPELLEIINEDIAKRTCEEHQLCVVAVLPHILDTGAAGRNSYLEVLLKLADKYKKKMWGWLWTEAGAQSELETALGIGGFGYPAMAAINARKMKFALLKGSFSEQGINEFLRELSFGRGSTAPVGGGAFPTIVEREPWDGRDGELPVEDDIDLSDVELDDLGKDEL
GSIS activator = GLuc luminescence reporter in INS-1E cells, primary screen for activators of glucose-dependent secretion of insulin | INS-1E GLuc reporter insulin secretion, 2-3 h | activation, % at 16.6 µM | actives 0.61% (n = 370,000);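 active means lowest replicate activation of at least 40%, so every replicate reaches that level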;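 further: 0% = median of neutral control wells and 100% = median of IBMX positive control wells; some compounds called inactive have numbers as strong as hits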
DENV2 CPE = DENV2-induced cell death inhibition; DENV2-infected cells, cytopathic effect rescue, plate reader; CPE inhibition, % at 9.99 µM; actives 1.7% (n = 350,000); in the data active means CPE inhibition above about 20%, passing the limit was not always enough; inconclusive means no clear call, values can overlap the other calls; tested in BHK-21 cells;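 further: 0% = median of neutral control wells and 100% = median of positive control wells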
* marks the source's active call; other numbers are inactive results; ? = inconclusive; . = no result given. The order is random. About 4.2% of those tested had a hit in this group.

SMILES	ARNT TACC3 PPI	PAX8 inh HTS	Xi reactivation	EWS-Fli inh	CFTR F508del cor	ERp5 block	GSIS activator	DENV2 CPE
COc1cc(OC)cc(-c2c(-c3cccs3)c3cc(-c4ccc(SC)cc4)ccc3n2C)c1	-6.3	-25.2	0.0	-11.5	-2.3	12.8	.	.
CC(C)C[C@H]1CN([C@@H](Cc2ccccc2)CN2CCC[C@H]2CN2C(=O)C(=O)NC[C@@H]2Cc2ccc(O)cc2)C(=O)C(=O)N1CC1CCCCC1	.	-20.7	0.0	0.2	-1.2	0.7	-19.8	8.1
CC1CC(C)(C)N(C(=O)CN2C(=O)CCC2=O)c2ccccc21 (stereo not drawn)	-15.7	-22.9	0.3	0.9	0.8	3.0	25.1	-5.1
C[C@H](O)C#Cc1ccc2c(c1)O[C@@H](CN(C)C(=O)C1CCCCC1)[C@H](C)CN([C@@H](C)CO)S2(=O)=O	26.5	.	-0.1	-3.9	-1.2	-7.1	6.4	-8.9
C[C@H]1CN([C@@H](C)CO)C(=O)c2cc(C#CCN(C)C)cnc2O[C@H]1CN(C)Cc1ccccn1	23.3	.	0.5	-9.1	1.9	-11.2	8.5	-9.5
COc1nc(Nc2nc3ccccc3c(=O)[nH]2)nc2ccc(C)cc12	2.6	75.7*	-0.7	34.8	-9.6	21.4	-4.5	-3.3
O=C(Cc1ccncc1)NCC[C@@H]1CC[C@H](NC(=O)Nc2ccc(Cl)cc2)[C@@H](CO)O1	-0.4	3.5	-0.1	-7.2	0.8	6.5	-1.5	-1.2
COCc1cccc(-c2csc(C(C)(O)c3ccccc3)n2)c1 (stereo not drawn)	.	1.8	-0.1	-12.0	-2.2	-9.4	-23.0	15.8
O=c1[nH]c(/C=C\c2cccs2)nc(O)c1[N+](=O)[O-]	2.4	5.1	0.0	1.1	0.9	7.1	6.7	1.5
COc1cc(CN2CCNC(=O)C2CC(=O)N(C)Cc2ncc[nH]2)cc(OC)c1 (stereo not drawn)	-13.5	17.7	0.0	6.3	0.4	-1.4	-15.6	-1.3
O=C(CN1CCN(c2cccc(Cl)c2)CC1)Nc1nccs1	.	19.1	0.0	1.0	.	1.9	-8.4	2.7
C[C@@H]1CCCCO[C@@H](CN(C)S(=O)(=O)c2ccc(F)cc2)[C@@H](C)CN([C@@H](C)CO)C(=O)c2cc(NC(=O)c3ccncc3)ccc2O1	3.0	.	0.1	4.3	0.4	4.1	-2.3	1.4
CNC(=O)OCc1cocc1COC(=O)NC	.	-5.2	0.7	12.3	0.4	-4.1	-3.2	1.3
CC(=O)N1c2ccc(S(=O)(=O)N3CCC(C(=O)Nc4cccc(Cl)c4)CC3)cc2CC1C (stereo not drawn)	-10.8	45.5	0.0	25.3	-1.7	2.9	-27.6	0.6
Cc1ccc(C(=O)N/N=C\c2cccc(OC(=O)c3cccc(F)c3)c2)cn1	-3.6	-46.2	0.5	-50.4	-0.5	1.2	-13.7	9.4
Cc1ccc(S(=O)(=O)Nc2ccc3c(c2)C(=O)N([C@@H](C)CO)C[C@H](C)[C@H](CN(C)C)OCCCC[C@H](C)O3)cc1	.	8.2	0.5	-0.3	-2.3	.	7.3	.
CCCCn1nnnc1C1(C)CCC(=O)N1Cc1ccc(OC)c(OC)c1 (stereo not drawn)	.	-15.5	0.3	-15.0	0.8	2.8	12.7	2.6
CCN(CC)CCNC(=O)c1ccc(NC(=O)c2ccc(F)cc2)cc1	1.6	-69.2	0.0	4.1	0.2	0.7	-5.7	-8.7
COc1ccc(CCn2c(=O)[nH]c3cc(C(=O)N4CCN(c5ccccn5)CC4)ccc3c2=O)cc1OC	2.0	-12.7	0.2	14.3	-3.0	3.2	1.6	10.5
Cc1ccc2c(c1)/C(=N/N1C(=O)c3ccccc3C1=O)C(=O)N2	-2.9	-44.9	1.3	.	.	.	-8.0	.
C[C@H](CO)N1C[C@H](C)[C@H](CN(C)S(=O)(=O)c2cccs2)Oc2ccc(NC(=O)Cn3cnnn3)cc2CC1=O	.	10.4	0.0	2.6	-1.2	-4.4	-2.1	1.0
C[C@@H]1CCCCO[C@H](CN(C)CC2CC2)[C@H](C)CN([C@@H](C)CO)C(=O)c2cc(NS(=O)(=O)c3cn(C)cn3)ccc2O1	-2.1	-14.8	0.7	.	-1.0	-0.1	18.0	9.8
COc1ccc(-c2cc(C(=O)OC(C)C(=O)Nc3c(C)n(C)n(-c4ccccc4)c3=O)c3ccccc3n2)cc1 (stereo not drawn)	-6.2	-14.1	-0.1	.	.	.	6.2	.
O=NN(Cc1cccnc1)C(=O)NC1CCCCC1	.	7.9	0.1	-0.3	2.9	2.2	1.5	?
COc1cc2ccccc2cc1C(=O)N1CCN(c2ccccn2)CC1	-1.0	10.1	0.0	7.5	2.6	-0.3	-14.3	-5.4

Whole records, quoted from the list. Values in the order: ARNT TACC3 PPI	PAX8 inh HTS	Xi reactivation	EWS-Fli inh	CFTR F508del cor	ERp5 block	GSIS activator	DENV2 CPE
Shown for CC(=O)N1c2ccc(S(=O)(=O)N3CCC(C(=O)Nc4cccc(Cl)c4)CC3)cc2CC1C (stereo not drawn) → -10.8	45.5	0.0	25.3	-1.7	2.9	-27.6	0.6
Shown for COc1cc2ccccc2cc1C(=O)N1CCN(c2ccccn2)CC1 → -1.0	10.1	0.0	7.5	2.6	-0.3	-14.3	-5.4

(cont.)
SMILES	ARNT TACC3 PPI	PAX8 inh HTS	Xi reactivation	EWS-Fli inh	CFTR F508del cor	ERp5 block	GSIS activator	DENV2 CPE
O=C(COC(=O)c1cnc(Cl)c(Cl)c1)Nc1cccc(S(=O)(=O)N2CCOCC2)c1	0.2	-11.5	-0.1	1.5	6.9	-0.2	-44.3	-5.9
OCCC1CN(Cc2ccccc2-c2ccco2)CCN1Cc1ccsc1 (stereo not drawn)	-0.1	11.6	.	4.5	-3.7	4.1	2.4	-2.8
CC(=O)Nc1ccc(C(=O)OCC(=O)N(c2ccccc2)C2CCS(=O)(=O)C2)cc1 (stereo not drawn)	0.5	1.4	0.1	4.7	2.4	0.1	22.1	-3.0
CC1=C(C(=O)N2CCCCCC2)CC(CC(=O)NC2CCCC2)C(=O)N1Cc1ccccc1 (stereo not drawn)	.	-3.4	.	1.4	1.5	4.0	0.0	10.8
COc1ccc(S(=O)(=O)N(C)C[C@H]2OCCCC[C@@H](C)Oc3ccc(NC(=O)NC(C)C)cc3C(=O)N([C@H](C)CO)C[C@@H]2C)cc1	0.1	-23.7	-0.9	2.4	-0.3	-3.0	-2.3	-6.0
COc1ccc(/C=C/C(=O)c2cc(F)ccc2OC(=O)c2ccccc2OC)cc1OC	-11.0	85.2*	0.3	59.4*	2.3	1.7	20.3	-7.3
CO[C@@H]1CN(C)C(=O)c2ccc(NS(C)(=O)=O)cc2OC[C@H](C)N(Cc2cccnc2)C[C@H]1C	.	.	-0.1	-3.7	1.0	5.1	13.6	-2.1
CCOC(=O)N1CCN(Cc2ccc(O)c3ncccc23)CC1	.	31.1	0.5	11.2	.	-2.4	-28.7	0.8
COc1ccc(-c2ccc3c(c2)C2CC3CCN2Cc2ccc(OC(F)(F)F)cc2)cc1 (stereo not drawn)	2.2	-5.2	0.1	10.4	-2.6	-1.0	10.5	10.8
COc1cccc(C2c3cc4c(cc3OC(NNC(N)=O)C2C)OCO4)c1O (stereo not drawn)	5.1	40.5	-0.1	40.6	8.9*	-1.3	-15.1	-2.1
CC(C)c1cc(C(=O)Nc2ccc3c(c2)OCO3)no1	-1.1	-126.4	0.2	-75.2	-0.1	-1.0	-7.7	-10.3
COCCn1c(SCC(=O)NC2CCCCC2)nnc1-c1ccncc1	8.5	-20.4	0.0	2.3	2.2	1.0	0.2	-2.1
COc1ccccc1Nc1cc(C)nc2c(C)ccc([N+](=O)[O-])c12	19.4	3.2	-0.1	-2.1	.	2.9	.	-4.4
CCCC(=O)Nc1ccc2c(c1)OC[C@@H](C)N(Cc1nccs1)C[C@H](C)[C@H](OC)CN(C)C2=O	-5.8	-10.0	-0.5	0.1	-2.0	10.2	-8.7	-0.2
CC(C)COc1ccc(C(=O)Nc2ncn[nH]2)cc1	0.5	-19.5	0.0	-48.1	-1.2	2.4	1.4	-0.9
O=S(=O)(N/N=C/c1ccc(N2CCOCC2)cc1)c1ccc(Br)cc1	1.5	3.6	0.1	-9.2	-0.1	-5.0	2.4	.
C=CCSC(CC)(CC)C(N)=O	-2.5	-6.1	-0.3	-1.0	2.3	6.9	2.5	1.2
CCOC(=O)Cc1csc(NC(=O)c2cc(C)cc(C)c2)n1	-3.0	-13.0	0.0	-4.8	3.8	-2.4	-8.2	-5.8
Cc1nc2nc(C)c(NS(=O)(=O)c3ccc(Cl)s3)c(=O)n2[nH]1	-1.3	2.9	-0.1	16.4	2.7	-5.2	4.8	-0.3
O=C1C2C3c4ccccc4C(c4ccccc43)C2C(=O)N1CN1CCOCC1 (stereo not drawn)	9.6	.	.	3.1	-2.7	0.6	-7.0	.
CCCCN(C)C(=O)CCC(=O)NNc1nc2ccccc2c2nc(C)nn12	26.3	-3.7	0.0	-3.0	1.2	.	10.5	.
C[C@@H]1CN([C@@H](C)CO)C(=O)c2cc(-c3cccc(F)c3)cnc2O[C@H]1CN(C)C(=O)Nc1ccccc1F	-9.7	-3.5	-0.9	-9.5	0.8	1.0	-4.3	?
CS(=O)(=O)Nc1ccc2c(c1)[C@@H]1C[C@H](CC(=O)NCc3ccc(Cl)cc3)O[C@@H](CO)[C@@H]1O2	-3.7	-11.7	0.6	-4.6	3.5	1.7	-2.9	11.3
COc1cccc(S(=O)(=O)N2CCCCN3[C@H](CO)[C@H](c4ccc(-c5cccnc5)cc4)[C@@H]3C2)c1	1.9	12.8	0.1	13.7	0.3	-1.8	-0.8	-10.8
CN1c2ccc(C#Cc3cccnc3)cc2[C@@H]2[C@@H](CCN2C(=O)C2CCCCC2)[C@H]1CO	-3.8	-34.4	0.0	6.1	5.3	0.5	-4.4	-11.5

(next part)
SMILES	ARNT TACC3 PPI	PAX8 inh HTS	Xi reactivation	EWS-Fli inh	CFTR F508del cor	ERp5 block	GSIS activator	DENV2 CPE
COc1ccc(CN(C)C[C@H]2OCCCC[C@H](C)Oc3ccc(NC(=O)c4ccccc4)cc3C(=O)N([C@@H](C)CO)C[C@@H]2C)cc1	7.5	-35.6	0.0	1.6	0.7	-0.9	-22.1	10.3
O=C(N[C@@H]1CC[C@H](CCNS(=O)(=O)c2ccc(Cl)cc2)O[C@@H]1CO)c1cnccn1	-11.4	-9.2	-0.1	1.5	-1.2	-2.0	1.3	15.4
C[C@@H]1CN([C@@H](C)CO)C(=O)c2cc(NC(=O)CCN3CCOCC3)ccc2O[C@H]1CN(C)C(=O)Nc1ccc2c(c1)OCO2	-8.4	.	0.0	-9.3	-2.3	-2.4	-5.5	9.8
Cc1noc(C)c1NC(=O)Nc1ccc2c(c1)C(=O)N([C@@H](C)CO)C[C@H](C)[C@@H](CN(C)C(=O)Nc1ccc3c(c1)OCO3)OCCCC[C@H](C)O2	3.2	.	0.2	-5.5	-0.1	2.7	11.5	-0.7
CC1(C(=O)NCc2cccc3ccccc23)CCN1CCc1ccccc1 (stereo not drawn)	.	7.7	0.2	9.0	3.1	-3.8	-9.4	?
Cn1nc(NC(=O)C(C)(C)C)c2c(F)cccc21	0.7	4.6	0.0	1.5	-3.2	7.7	1.8	6.2
CCc1ccc2nc(N(CCCN(C)C)C(=O)c3ccc4c(c3)OCCO4)sc2c1	11.7	.	0.3	-0.5	-6.2	1.0	-20.1	16.2

Assay outcomes from PubChem BioAssay.
